# Assay outcomes (PubChem)
# TAG inh = reduces triacylglycerol accumulation in H9c2 cells; Nile Red lipid (TAG) fluorescence; cells loaded with 200 µM oleic acid; inhibition, % at 12.5 µM; actives 0.66% (n = 230,000);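 active = pattern-corrected inhibition of lipid staining of at least 50% with the nuclear-stain viability signal not falling by more than 50%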;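 also: 0% = DMSO wells and 100% = triacsin C control wells; some results filed as inactive read as strong as hits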
# TAG inh DAPI viability = also measured in TAG inh; calls as there; DAPI nuclei signal change (viability), lower = more cytotoxic, %;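 whole-well DAPI fluorescence read on a plate reader as a viability signal; minus 50 percent equals half of cells still viable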
# The depositor's hits bear a star; & = joins results of further samples.
SMILES,TAG inh,TAG inh DAPI viability
C[C@@H]1CC=C[C@H]2[C@H]1C(=O)N(Cc1ccccc1)[C@H]2c1ccc(C(F)(F)F)cc1,-4,-1
O=C(Nc1nsc(-c2ccccc2)n1)c1cccs1,-14,15
CCNC(=O)NCc1c(C)c(C)n(Cc2ccccc2)c1-n1cccc1,-21,-11
CCCCN1C(=O)C(CC(=O)NCC)SC1=Nc1ccccc1 (stereo unspecified),-3,-1
CN(C)C(=O)Cn1c(SCC(=O)NCc2ccc3c(c2)OCO3)nc2ccccc21,0,-10
O=C(CN1CCN(c2ccccn2)CC1)NC1CCCC1,0,-8
COC(=O)[C@]1(C)CCC[C@@]2(C)C3CC[C@]4(OC(C)=O)C[C@@]3(CCC21)CC4=O (stereo partly specified),-12,-4
CCOc1ccc(C(=O)Nc2c3c(nn2-c2ccccc2)CS(=O)(=O)C3)cc1,-9,-4
CCOc1cc(-c2nnc(NC(=O)C3=COCCO3)o2)cc(OCC)c1OCC,-5,2
COc1ccc2c(CC(=O)Nc3ccc(OC)nc3)coc2c1,-21,-2
O=C(OCc1nnc(-c2ccccc2)o1)c1ccc([N+](=O)[O-])s1,2,6
Cc1ccc2[nH]c3c(c2c1)CCNC3=O,12,-3
Cc1cc2sc3ccccc3c(=O)c2c(C)c1O,12,-1
CCN1C(=O)CC(n2c(C)nc3ccccc32)C1=O (stereo unspecified),-19,6
COc1ccc(C(C[N+](=O)[O-])c2c(-c3ccccc3)cc3ccccn23)cc1 (stereo unspecified),-15,11
C[C@@H]1CN([C@@H](C)CO)C(=O)c2cc(N(C)C)ccc2O[C@@H]1CN(C)S(C)(=O)=O,-7,-2
Cc1cccc(C(=O)n2c(=S)nc3cc(C)ccn32)c1,4,0
CCCC(=O)n1nc(-c2ccc(C)cc2)nc1NCc1ccco1,-10,5
COC(=O)c1cnc(SCc2ccc(C)cc2)n1C,-29,1
COc1ccccc1N1CCN(CC(O)COc2cccc3ccccc23)CC1 (stereo unspecified),-13&-13,15&15
CN(c1ccc(F)cc1)S(=O)(=O)c1ccc2[nH]cc(C(=O)O)c(=O)c2c1,24,-9
N#Cc1nc(COc2ccccc2F)oc1NCCCn1ccnc1,-18,11
CCC(=O)N1CCc2cc(S(=O)(=O)N3CCc4ccccc4C3)ccc21,-15,6
CCOC(=O)C1(CCCc2ccccc2)CCN(C(=O)CCn2cncn2)CC1,2,-9
COc1ccc(CCC(=O)N(c2nnc(-c3cccnc3)s2)C(C)C)cc1,7,-5
COc1ccc(C(=O)N[C@H](C(=O)Nc2ccc(S(=O)(=O)N3CCOCC3)cc2)C(C)C)cc1,-6,-11
Cc1ccccc1C(=O)N1CCC(C(=O)Oc2ccc(C#N)cc2)CC1,6,1
Cc1ccc(NC(=S)Nc2c(C)n(C)n(-c3ccccc3)c2=O)cc1,-1,5
N#Cc1nc(-c2ccco2)oc1N1CCN(Cc2ccccc2)CC1,-12,4
NC(=O)Cc1nc(-c2ccc(F)cc2)cs1,-6,6
CN(c1ccc(C(=O)N2CCCCCC2)cc1)S(=O)(=O)c1ccccc1,-24,-7
Cc1ccc(C)c(S(=O)(=O)N2CCCCC2CCNC(=O)C(=O)NCc2ccncc2)c1 (stereo unspecified),9,-6
O=C(O)c1ccc(NCc2nc3ccccc3n2Cc2ccccc2)cc1,1,8
Nc1nonc1OCCOCCOCCOc1nonc1N,8,-8
CC(NC(=O)c1cccc(F)c1)C1CC2CCC1C2 (stereo unspecified),5,1
CCOc1cc(/C=N/NC(N)=S)cc(Br)c1OCc1ccccc1C,-8,12
COc1cc(NC(=O)COC(=O)/C=C/c2ccc(Cl)cc2Cl)cc(OC)c1,2,3
c1ccc(CCNc2ncnc3ccccc23)cc1,-30,-16
O=C(CCNS(=O)(=O)c1ccccc1C(F)(F)F)NNC(=O)c1csc(N2CCOCC2)n1,-9,1
COc1ccc(N(C(=O)CNC(=O)c2cccs2)C(C(=O)NCC2CCCO2)c2ccccc2)cc1OC (stereo unspecified),-7,1
COc1cc(OC)c2c(C)cc(=O)oc2c1,18,42
O=C(NCc1nnc(SCC(=O)N2CCCCC2)o1)c1ccc(F)cc1,7,11
C#CCOCCOCCOCCNc1nc(N2CCN(C(=O)[C@H](CCCCN)n3cc([C@@H](N)[C@H](C)CC)nn3)CC2)nc(N2CCN(C(=O)[C@H](CCCCN)n3cc([C@@H](N)CC(N)=O)nn3)CC2)n1,3,14
COc1ccc(C(=O)CSc2nnc3ccc(-c4ccccn4)nn23)cc1,-16,7
O=C(O)c1cc2cc(F)ccc2[nH]1,3,6
CC1(C)Oc2ccc3ccc(=O)oc3c2C[C@H]1O[C@@H]1O[C@H](CO)[C@@H](O)[C@H](O)[C@H]1O,11,0
O=C1CCC/C(=N\NC(=O)c2ccc(COc3ccccc3-c3ccccc3)cc2)C1,8,1
N#Cc1nccnc1N1CCN(C(=O)Nc2ccccc2)CC1,-1,5
CC(C)CC(CO)N1CCN(C(=O)c2ccccc2)CCC1=O (stereo unspecified),1,-4
Cc1n[nH]c(=O)c2c(NC(=O)CSc3nc4ccccc4c(=O)n3CCCO)oc(C)c12,8,8
Cc1ccc(S(=O)(=O)Nc2ccc3c(c2)C(=O)N([C@@H](C)CO)C[C@@H](C)[C@@H](CN(C)CC2CC2)OCCCC[C@@H](C)O3)cc1,10,-3
CSc1ncccc1C(=O)OCC(=O)NC(C)CCc1ccccc1 (stereo unspecified),44,4
COc1ccc(/C=C/C(O)=C2/C(=O)N(C)C3(C)CC2c2ccccc2O3)cc1 (stereo unspecified),-36,9
CCCN1C(=O)/C(=C/c2ccc(OCc3ccc(C(=O)O)cc3)c(OC)c2)NC1=S,2,-3
COc1ccc(-c2cn(CCO)c(-c3ccc(Cl)nc3)n2)cc1,-4,4
COc1ccccc1NCC(O)COc1ccc(C(C)(C)C)cc1 (stereo unspecified),0,2
COC(=O)[C@H](C)NC(=O)NCc1ccccc1,-11,4
CC(C)CCNC(=O)CN(Cc1ccco1)C(=O)c1snc(C(N)=O)c1N,9,-16
C=C(C1=CCN(S(=O)C(C)(C)C)[C@H]1CCO)c1ccccc1 (stereo partly specified),-17,5
CC(=O)CSc1cc(C)nc2c(-c3ccccc3)c(C)nn12,8,-8

# (listing goes on)
SMILES,TAG inh,TAG inh DAPI viability
CC(=NCc1cccnc1)C1=C(O)c2ccccc2C1=O,16,-13
C[C@H](CO)N1C[C@H](C)[C@@H](CN(C)Cc2ccccc2C(=O)O)OCc2cnnn2CCCC1=O,5,1
COC(=O)c1c(C)cccc1C1CN=NC12Cc1ccccc1C2=O (stereo unspecified),11,-12
O=[N+]([O-])c1ccc(N2CCCCC2)cc1SCCO,-6,11
O=C1C(=O)C(c2ccccc2)C(=O)C1c1ccccc1 (stereo unspecified),-13,3
COCCn1c(C)cc(C(=O)CN2C(=O)C(=O)N(CCC3=CCCCC3)C2=O)c1C,7,11
COc1cc2c(cc1OC)C(c1cccc([N+](=O)[O-])c1)N(C(=O)c1ccccc1C(=O)O)CC2 (stereo unspecified),4,-4
COc1cc(S(=O)(=O)N2CCOCC2)cc(C(=O)NCC(c2cccs2)N2CCOCC2)c1OC (stereo unspecified),-6,-8
COc1ccc(-c2cnc3c(NC=O)cc(-c4ccc(C(=O)N5CCOCC5)cc4)cn23)cc1OC,43,-31
COC(=O)Nc1ccc(S(=O)(=O)N2CCCC(C(=O)N3CCCCCC3)C2)cc1 (stereo unspecified),13,16
O=C(COC(=O)C1CC2C=CC1C2)NCc1ccco1 (stereo unspecified),4,6
CCC(=O)N(CCC(c1ccco1)C(C)C)Cc1ccccc1 (stereo unspecified),-10,-6
O=C(Cn1cccc(C(F)(F)F)c1=O)c1ccc(Cl)cc1,1,-1
CCc1ccc(CN(C)C(=O)c2cccc(S(=O)(=O)Nc3ccccc3OC)c2)cc1,-8,4
O=C1c2ccccc2/C(=C\c2ccc3[nH]ccc3c2)N1c1ccccc1,-1,-1
Cc1ccc(CNC(=O)COC(=O)c2cccc(S(=O)(=O)N3CCCCC3)c2)cc1,-5,0
COc1ccc(N/N=C(/C#N)S(=O)(=O)c2nsc(C)c2C#N)cc1,1,16
COc1ccc(/C=N/N2CCOCC2)cc1Cn1cc([N+](=O)[O-])cn1,4,1
Cc1ccnc(NS(=O)(=O)c2ccc(NC(=O)C3COc4ccccc4O3)cc2)n1 (stereo unspecified),9,-13
Cn1cc(CCC(=O)NC2CC(C)(C)Cc3c2cnn3-c2ccc(F)cc2)cn1 (stereo unspecified),-10,2
COC(=O)c1nn(-c2ccccc2)c(=O)cc1Oc1ccc(Cl)cc1,7,-4
COc1ccc(CC(=O)NC2CCN(CC(=O)N3CCCc4ccccc43)CC2)cc1OC,0,-3
Cc1c(S(=O)(=O)Nc2cc(Cl)ccc2Cl)c(=O)n(C)c(=O)n1C,-2,-1
CCN=C(NS(=O)(=O)c1ccc(Br)cc1)c1ccc(Cl)cc1,2,-2
CCn1c(NCc2ccc(N(C)C)cc2)nc2ccccc21,-66,0
Cc1nc(C)c(C(=O)N2CCCC(C(=O)c3ccc4ccccc4c3)C2)s1 (stereo unspecified),9,1
CCc1c(C)nn(C(=O)/C(C#N)=C\N(C)C)c1C,-1,-2
COc1cc(C2Nc3cc(Cl)c(S(N)(=O)=O)cc3S(=O)(=O)N2)cc(OC)c1OC (stereo unspecified),25,-5
CN(CC(=O)OCC(=O)NCc1ccccc1)S(=O)(=O)c1ccc(F)cc1,14,-2
Cc1cc(NS(=O)(=O)c2ccc(Cl)cc2)nn1CC(=O)NCc1ccco1,-4,3
COc1ccc2nc(NC(=O)CS(=O)(=O)Cc3ccccc3)sc2c1,-6,13
Clc1ccc(C2CSc3c4ncnc-4ncn32)cc1 (stereo unspecified),12,-3
NC(=O)CSc1nnc(COc2ccccc2)n1Cc1ccco1,3,4
O=C(Nc1ccc(N2CCOCC2)c(S(=O)(=O)Nc2ccccc2Cl)c1)c1ccc(F)cc1,-4,4
Cc1ccc(S(=O)(=O)NC(=O)C2(C)CCN2C(=O)CC2CCCC2)cc1 (stereo unspecified),-3,9
N#Cc1ccc(-c2csc(NNC(=O)c3ccccc3)n2)cc1,-18,-1
CCN1CCN(c2cc(SC(C)C)nc(-c3ccc(OC)cc3)n2)CC1,45,3
CC(=O)Nc1ccc(S(=O)(=O)N(C)CC(=O)OCC(=O)N2CCCCC2)cc1,-14,1
C[N+]12CCC(CC1)C(OC(=O)C(O)(c1ccccc1)c1ccccc1)C2 (stereo unspecified),8,0
CC(C)(C)NC(=O)C(c1ccc(-c2ccccc2)cc1)N(C[C@H]1CC[C@@H]([C@@H]2CC[C@H](CO)O2)O1)C(=O)c1ccc2ccccc2c1 (stereo partly specified),65*,-0.2*
CCc1noc(C)c1C(=O)N1CCCC(N2CCN(c3ccccc3F)CC2)C1 (stereo unspecified),-4,-2
CCn1c(SC)nnc1-c1sc2cc(Cl)ccc2c1Cl,-7,-3
Cc1ccc(S(=O)(=O)O/N=C2\CCCc3ccccc32)cc1,-3,8
CC(C)CCN(C(=O)c1ccc(Br)cc1)c1c(N)n(Cc2ccccc2)c(=O)[nH]c1=O,3,6
COc1cc(C(=O)N(C)Cc2cccc(OC)c2OC)ccc1OCC(=O)Nc1cccc(C(F)(F)F)c1,-3,6
CC(=O)c1c(C)[nH]c(C(=O)OCC(=O)c2c(N)n(CC(C)C)c(=O)n(C)c2=O)c1C,-12,13
CCOc1cccc(C(=O)NNC(=O)C2C3C=CC(C3)C2C(=O)O)c1 (stereo unspecified),25,-3
Cc1ccc(Cn2nc(C)c(NC(=O)c3cc(C)no3)c2C)cc1,1,3
C=C(C)CN1C(=O)C(O)(CC(=O)c2ccc3c(c2)OCCO3)c2ccccc21 (stereo unspecified),-10,2
COc1ccc(CCN(Cc2cccs2)S(=O)(=O)c2ccc(S(=O)(=O)N3CCCCCC3)cc2)cc1OC,1,-5
O=C(Nc1ccc(-c2cccc(F)c2)cc1)C1CCCN(Cc2ccccn2)C1 (stereo unspecified),3,13

# This is a subset (hit frequency here may not be typical).
